# High-throughput results deposited in PubChem by Johns Hopkins Ion Channel Center.
# TMEM16A act: TMEM16A chloride channel activators or potentiators, primary screen, cell-based, HTS; HEK293 TMEM16A/YFP-H148Q/I152L, iodide quench fluorescence; active compounds read low; Anoctamin-1 (Mus musculus), Q8BHY3; B-score at 10 µM; 340,000 tested, 0.3% active;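 active = fluorescence-ratio B-score plate-corrected deviation score at least 3 library SD below zero, with starting fluorescence score within 5 deviations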;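 note: channel opened by trigger with iodide after compound preincubation; score built on the fluorescence ratio of max minus min over baseline; more negative score means more quench and so TMEM16A activation or potentiation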
# KCNK3 block: human KCNK3 channel inhibitors, primary screen, CHO cells, FluxOR thallium flux, B-score; FluxOR fluorescence; active compounds read low; B-score at 10 µM; Potassium channel subfamily K member 3 (Homo sapiens), O14649; 340,000 tested, 0.84% active;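 active = B-score under library mean minus 4 SD, starting fluorescence ratio at most library mean plus 5 SD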;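 note: more negative B-score means stronger inhibition of thallium flux through KCNK3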
# Target sequence (O14649 whole entry, looked up): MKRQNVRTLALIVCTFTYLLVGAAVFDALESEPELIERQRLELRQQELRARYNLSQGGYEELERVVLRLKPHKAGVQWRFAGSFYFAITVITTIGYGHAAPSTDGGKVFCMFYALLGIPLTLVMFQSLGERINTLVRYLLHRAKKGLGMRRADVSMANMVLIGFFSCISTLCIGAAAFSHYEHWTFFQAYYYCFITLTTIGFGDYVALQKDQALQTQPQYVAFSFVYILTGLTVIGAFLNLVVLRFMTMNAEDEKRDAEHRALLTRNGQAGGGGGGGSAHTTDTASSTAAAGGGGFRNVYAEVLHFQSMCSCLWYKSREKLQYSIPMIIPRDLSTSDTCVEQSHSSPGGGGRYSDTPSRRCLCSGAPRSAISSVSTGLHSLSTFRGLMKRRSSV
# Numbers without * were called inactive; i = inactive.
SMILES,TMEM16A act,KCNK3 block
CN1CCN(c2ccc(NC(=O)c3cccc(S(=O)(=O)N4CCCC4)c3)cc2)CC1,i,i
CC(C)C[C@H](NC(=O)OCC1c2ccccc2-c2ccccc21)C(=O)O,i,i
CCOc1cc(N2CCOCC2)c(OCC)cc1NC(=O)CN1C(=O)NC2(CCCCC2)C1=O,i,i
CCCOc1ccc(C(F)(F)F)cc1NS(=O)(=O)c1ccc(Cl)nc1,i,i
CCC(=O)Nc1ccc(C(=O)COC(=O)c2nc3nccc(C)n3n2)cc1,i,i
Cc1cccc(NC(=O)c2nc[nH]c2C(=O)NCCCCCNC(=O)OC(C)(C)C)c1,i,i
Nc1c(N(Cc2ccco2)C(=O)COc2ccccc2F)c(=O)[nH]c(=O)n1Cc1ccccc1,i,i
COc1cccc(-c2c(C(=O)O)cc(O)c3ccc(OC)cc23)c1,i,i
Cc1ccc(NC(=O)CSCC(=O)NCCc2ccccc2)c(C)c1,i,i
N#Cc1ccccc1S(=O)(=O)N1CCN(C(=O)CN2CCCSc3ccccc32)CC1,i,i
O=C(COC(=O)c1ccccc1)Nc1cccc(S(=O)(=O)N2CCCCC2)c1,i,i
CCCCn1c(N)c(N(CC)C(=O)C2CCC2)c(=O)[nH]c1=O,i,i
O=C(C[C@@H]1C/C=C\C[C@@H](Cc2ccc(F)cc2)C(=O)OCCNC1=O)NCCO,i,i
Cc1cc(C)c(NC(=O)CSCc2c(C)noc2C)c(Cl)c1,i,i
Cc1noc(C)c1C(=O)Nc1nc(-c2cccs2)cs1,i,i
CCn1nnc2cc(C(=O)Nc3cccc(S(=O)(=O)N(C)C)c3)ccc21,i,i
O=C(CN(c1ccc(Br)cc1)S(=O)(=O)c1ccc(Cl)c([N+](=O)[O-])c1)NCC1CCCO1 (configuration not stated),i,i
O=C(c1ccc(Cl)cc1)C1CCN(C(=O)c2ccccc2F)CC1,i,i
Cc1ccc(NC(=O)c2ccc(OCc3c(C)noc3C)cc2)cc1C,i,i
CC(=O)c1ccc(S(=O)(=O)NCC(=O)N2CCN(C/C=C/c3ccccc3)CC2)cc1,i,i
O=C1C=CN2CCOCC2C1 (configuration not stated),i,i
COc1ccc(S(=O)(=O)N2CCCCC2)cc1NC(=O)c1cncc(Br)c1,i,i
O=S(=O)(CS(=O)(=O)Oc1ccccc1)Oc1ccccc1,i,i
COc1ccccc1NC(=O)CSc1nnc(-c2ccoc2C)o1,i,i
O=C1CCCCC1(CCc1ccncc1)CCc1ccncc1,i,i
SMILES,TMEM16A act,KCNK3 block
Cc1cccc(OCCC(=O)NNC(=O)c2ccoc2C)c1,i,i
CCOC1=CC(=O)OC(c2ccccc2)C1 (configuration not stated),i,i
Cc1ccc(NC(=O)COc2cccc(Oc3ccccc3)c2)cc1S(=O)(=O)N1CCOCC1,i,-8.8*
CC(=O)C[C@@H](O)CC(=O)[C@H]1OC(=O)CCCCCc2ccccc21,i,i
CC(C)C(NC(=O)CCNC(=O)c1ccc([N+](=O)[O-])cc1)c1nc2ccccc2[nH]1 (configuration not stated),i,i
NC(=O)c1ccc(NC(=O)COC(=O)CC2Sc3ccccc3NC2=O)cc1 (configuration not stated),i,i
COc1cc(/C=C2\SC(N)=NC2=O)ccc1OCC(=O)Nc1ccccc1C,i,i
N#Cc1ccccc1OCC(=O)Nc1ccc2c(c1)OCCO2,i,i
C[C@H](CO)N1C[C@H](C)[C@@H](CN(C)C(=O)NC2CCCCC2)Oc2ccc(NC(=O)Cc3ccccc3)cc2C1=O,i,i
Cc1nc(NC(=O)CSc2nnc(C3CC3)n2N)c(Cl)cc1Cl,i,i
CCOP(=O)(Nc1cccc2oc(=O)c3ccccc3c12)OCC,i,i
Cc1ccc(S(=O)(=O)N2CCN(c3ccccc3)CC2)s1,i,i
Cc1ccc(C(=O)NCC(=O)NC2CC2)cc1,i,i
O=[N+]([O-])c1cc2no[n+]([O-])c2cc1N1CCCCC1,i,i
Cc1nn(-c2ccccc2)c(C)c1C(=O)OCC(=O)Nc1ccccc1C(F)(F)F,i,i
CN(CC(=O)Nc1ccccc1C(=O)NC1CC1)Cc1ccccc1F,i,i
Cc1ccc(S(=O)(=O)Nc2ccccc2F)cc1C(=O)N1CCCC1,i,i
Cc1ccc2c(c1)C1CN(C)CCC1N2S(=O)(=O)c1cc(C(F)(F)F)ccc1Cl (configuration not stated),i,i
CN(CC(=O)Nc1cccc(F)c1)C(=O)/C=C/c1ccc(S(=O)(=O)N2CCCCCC2)cc1,i,i
CCOC(=O)N1CCN(c2c(N3CCN(c4cccc(C)c4C)CC3)c(=O)c2=O)CC1,i,i
CCOc1ccc(S(=O)(=O)N(C)c2ccc(OCC(=O)NCC3CCCCC3)cc2)cc1,i,i
CC(OC(=O)CCNS(=O)(=O)c1cccs1)C(=O)Nc1ccc(S(N)(=O)=O)cc1 (configuration not stated),i,i
COc1ccc(CN(C)C(C)C(=O)Nc2ccc(S(=O)(=O)N3CCCCC3)cc2)c(OC)c1 (configuration not stated),i,i
C=CCn1c(COc2cccc(C)c2)nnc1SC(C)C(=O)NC1CC1 (configuration not stated),i,i
CC1CCN(CC(=O)N(C)c2c(N)n(Cc3ccccc3)c(=O)[nH]c2=O)CC1,i,i
SMILES,TMEM16A act,KCNK3 block
NC(=O)c1ccc(-c2noc(-c3cccc(Cl)c3)n2)cc1,i,i
CC1CCCN(CCC(=O)c2ccccc2)C1 (configuration not stated),i,i
Cc1ccc(NC(=O)CSCC(=O)N(C)CCOc2ccc(Cl)cc2)cc1,i,i
Cn1c(=O)c(-c2ccccc2)cc2ccccc21,i,i
Cn1nc(C(=O)NCc2ccccc2CN2CCCC2)c2ccccc2c1=O,i,i
Nc1[nH]c(=O)nc2snnc12,i,i
CC1CCCCC1NC(=O)CSc1ccsc1[N+](=O)[O-] (configuration not stated),i,i
COc1ccc2c(COC(=O)[C@H](C)NS(=O)(=O)c3ccccc3F)cc(=O)oc2c1,i,i
Cc1ccccc1N1CCN(c2ccccc2NC(=O)/C=C\C(=O)O)CC1,i,i
CCc1ccc(CNCCNC(=O)c2ccco2)cc1,i,i
CC(=O)c1ccc(NS(=O)(=O)c2ccc3c(c2)CCC(=O)N3)cc1,i,i
CN(C)S(=O)(=O)c1ccc(N2CCCC2)c(C(=O)N2CCN(S(=O)(=O)c3ccc(F)c(F)c3)CC2)c1,i,i
Cc1ccc(S(=O)(=O)NCC(=O)OCCOc2ccccc2F)cc1,i,i
CC1CCC2(CC1)NC(=O)N(CC(=O)NC(C)c1ccc(F)c(F)c1)C2=O (configuration not stated),i,i
O=S(=O)(c1ccc(SCc2ccc(Br)cc2)nc1)N1CCOCC1,i,i
CCN1/C(=C/c2ccc3cc(C)ccc3[n+]2CC)Sc2cc(C)ccc21,i,i
O=C(NC1CCCCCCC1)c1cccc(S(=O)(=O)N2CCOCC2)c1,i,i
C[C@H](CO)N1C[C@H](C)[C@@H](CN(C)C(=O)Nc2ccccc2)Oc2ccc(NS(=O)(=O)c3ccccc3)cc2C1=O,i,i
Cc1cccc(C(=O)NC2CC3CCC(C2)N3C)c1 (configuration not stated),i,i
COc1ccc(S(=O)(=O)N(C)C[C@H]2Oc3ccc(NC(=O)Cc4cn(C)c5ccccc45)cc3C(=O)N([C@@H](C)CO)C[C@@H]2C)cc1,i,i
Cn1nnnc1Sc1ncnc2scc(-c3cccc(F)c3)c12,i,i
OC(c1ccc2ccccc2n1)c1c(Cl)cccc1Cl (configuration not stated),i,i
Cc1ccccc1SCC(=O)NNC(=O)c1ccncc1,i,i
CC(=O)Nc1c(O)nc(SCC(=O)N2CCCCC2)[nH]c1=O,i,i
Nc1c(N(CCC2=CCCCC2)C(=O)COc2ccc(F)cc2)c(=O)[nH]c(=O)n1Cc1ccccc1,i,i

# Of the compounds above, 8 have an NH in an aromatic ring.
SMILES,TMEM16A act,KCNK3 block
Cc1cccc(NC(=O)c2nc[nH]c2C(=O)NCCCCCNC(=O)OC(C)(C)C)c1,i,i
Nc1c(N(Cc2ccco2)C(=O)COc2ccccc2F)c(=O)[nH]c(=O)n1Cc1ccccc1,i,i
CCCCn1c(N)c(N(CC)C(=O)C2CCC2)c(=O)[nH]c1=O,i,i
CC(C)C(NC(=O)CCNC(=O)c1ccc([N+](=O)[O-])cc1)c1nc2ccccc2[nH]1 (configuration not stated),i,i
CC1CCN(CC(=O)N(C)c2c(N)n(Cc3ccccc3)c(=O)[nH]c2=O)CC1,i,i
Nc1[nH]c(=O)nc2snnc12,i,i
CC(=O)Nc1c(O)nc(SCC(=O)N2CCCCC2)[nH]c1=O,i,i
Nc1c(N(CCC2=CCCCC2)C(=O)COc2ccc(F)cc2)c(=O)[nH]c(=O)n1Cc1ccccc1,i,i

# (list continues)
SMILES,TMEM16A act,KCNK3 block
CC(C)(C)c1nnc2sc(SCC(=O)N3CCCCC3)nn2c1=O,i,i
O=C1c2ccc(-c3ccc(Cl)c(C(F)(F)F)c3)cc2S(=O)(=O)c2cccc(C(=O)N3CCN(c4ncc(Br)cn4)CC3)c21,i,i
N#Cc1ccccc1S(=O)(=O)N1CCN(C(=O)[C@@H]2CCCN2C(=O)c2cccs2)CC1,i,i
O=C1COc2ccc(C(=O)COC(=O)/C=C/c3ccco3)cc2N1,i,i
COc1ccc(-c2cc3cc(F)ccc3cn2)cc1,i,i
COCCN(Cc1nc2ccccc2c(=O)[nH]1)C(=O)COc1cccc(C(C)=O)c1,i,i
CN(Cc1ccccc1)C(=O)c1ccc(NC(=O)Cc2cccc([N+](=O)[O-])c2)cc1,i,i
C[C@H](CO)N1C[C@H](C)[C@@H](CN(C)C(=O)Nc2ccc3c(c2)OCO3)Oc2c(NC(=O)Nc3ccccc3)cccc2C1=O,i,i
Cc1cc2c(=O)n(C)c(SCC(=O)Nc3ccc(F)cc3)nc2s1,i,i
CSc1ccccc1NC(=O)c1ccc(N2CCCC2=O)cc1,i,i
CCOc1ccc(NC(=O)CN(C)C(=O)c2cc(C)nc3ccccc23)cc1OCC,i,i
CN(Cc1ccccc1)C(=O)COC(=O)c1cc(=O)[nH]c2ccccc12,i,i
CC1(C)CC(=O)C=C(CN2C(=O)c3ccccc3C2=O)C1=O,i,i
COc1ccc2c(c1OC)C(=O)N1C2SC[C@H]1C(=O)NC1CC(C)(C)NC(C)(C)C1 (some centres not stated),i,i
C=CC[C@H](CC(=O)N(CCO)Cc1ccccc1)C(=O)N[C@@H](COC(=O)[C@@H](CC=C)Cc1ccc(F)cc1)Cc1ccccc1,i,i
CCCn1nc(C(=O)Nc2ccc3c(c2)OCO3)c2ccccc2c1=O,i,i
COc1ccc(Br)cc1/C=C(\C(=O)O)c1ccc(S(=O)(=O)N2CCCCC2)s1,i,i
COc1ccc(-c2csc(NC(=O)c3c(C)noc3C)n2)cc1,i,i
O=C1NC(=O)C(c2ccccc2)(C2CCCC2)N1 (configuration not stated),i,i
O=C(O)c1cccc(-n2cccc2/C=C2/NC(=O)N(c3ccc(Cl)cc3)C2=O)c1,i,i
Cc1ccc(S(=O)(=O)N2CCOCC2)cc1NC(=O)Cn1c(=O)ccn(Cc2ccccc2)c1=O,i,i
COC(=O)c1cc(OCC(=O)Nc2ccc3c(c2)CCC3)cc(C(=O)OC)c1,i,i
C=CCN(c1ccccc1OC)S(=O)(=O)c1cccc(C(=O)NCc2cccs2)c1,i,i
COc1ccc(NC(=O)c2oc3ccccc3c2CSC)cc1S(=O)(=O)N1CCOCC1,i,i
CC1CC(C)CN(CC(=O)NNC(=O)COc2ccc(Cl)cc2)C1 (configuration not stated),i,i

# Brought forward from above: 3 compounds; new compounds follow.
SMILES,TMEM16A act,KCNK3 block
C=CCN(c1ccccc1OC)S(=O)(=O)c1cccc(C(=O)NCc2cccs2)c1,i,i
COc1ccc(NC(=O)c2oc3ccccc3c2CSC)cc1S(=O)(=O)N1CCOCC1,i,i
CC1CC(C)CN(CC(=O)NNC(=O)COc2ccc(Cl)cc2)C1 (configuration not stated),i,i
CCN(CC(=O)Nc1ccc(NC(C)=O)cc1)C(=O)C1(c2ccccc2)CC1,i,i
Cc1ccc(C(C)C)c(OCC(=O)NNC(=O)Cc2ccc(S(=O)(=O)N3CCOCC3)s2)c1,i,i
Cc1ccc(NC(=O)C(C)N2CCN(C)CC2)cc1S(=O)(=O)N1CCOCC1 (configuration not stated),i,i
O=C(COC(=O)c1ccc(F)cc1F)Nc1cccc(S(=O)(=O)N2CCOCC2)c1,i,i
COc1ccccc1Nc1nnc(SCC(=O)c2c(N)n(C3CC3)c(=O)[nH]c2=O)s1,i,i
COc1ccccc1NC(=O)COC(=O)Cn1cnc2c1c(=O)n(C)c(=O)n2C,i,i
COc1ccccc1/C=C/C(=O)N1CCN(S(=O)(=O)c2cccs2)CC1,i,i
O=C(COC(=O)CSc1ccc(F)cc1)NCc1ccco1,i,i
O=C(Nc1cc(S(=O)(=O)N2CCCC2)ccc1Cl)c1cc(F)c(F)c(F)c1F,i,i
O=C(Cc1ccc([N+](=O)[O-])cc1)Oc1ccccc1,i,i
Cc1ccc(NC(=O)c2nc[nH]c2C(=O)N2CCN(C(=O)OC(C)(C)C)CC2)cc1,i,i
Cc1cc(Br)ccc1SCC(=O)NNC(=O)c1ccco1,i,i
O=C(Nc1ccc(Cl)c(S(=O)(=O)N2CCOCC2)c1)c1ccc(Cl)nc1,i,i
CCOC(=O)c1ccc(NC(=O)CNNC(=O)COc2ccccc2C)cc1,i,i
Cc1cccc(OCc2nnc(SCC(=O)c3c(N)n(C4CC4)c(=O)[nH]c3=O)o2)c1,i,i
Cc1nnc(SC(C)C(=O)NC2CCCCC2)s1 (configuration not stated),i,i
Cc1ccc(CN2CC(C(=O)Nc3ccc(C)c(S(=O)(=O)N4CCCCC4)c3)CC2=O)cc1 (configuration not stated),i,i
CC(C)(C)OC(=O)N1CCCC(C(=O)Nc2ccc(C(=O)N3CCCCC3)cc2)C1 (configuration not stated),i,i
CC(NC(=O)c1ccccc1NC(=O)CN1CCN(c2ccccc2O)CC1)c1ccccc1 (configuration not stated),i,i
NC(=O)C1(Nc2ccc(Cl)cc2)CCCC1,i,i

# These rows are one share of the data; count on the stated rates, not on these rows.
